NPYLR7 ag: mosquito NPYLR7 agonism; AID 1259423; hit rate 0.15% among 270,000; activation, % at 10 µM; HEK293T NPYLR7/Galpha15, GCaMP6s calcium fluorescence; in the data active = activation above about 40%;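 note: 0% = vehicle and 100% = reference agonist at the receptor; some compounds past the cut are filed as inactive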
hcGAS lum: blocks human cGAS activity; Q8N884; recombinant h-cGAS, ATP depletion, Kinase-Glo luminescence; inhibition, % at 12.5 µM; hit rate 0.081% among 290,000; AID 1259398;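 note: 0% = vehicle reaction and 100% = reaction without DNA for no activity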
Target sequence (Q8N884 whole entry, looked up): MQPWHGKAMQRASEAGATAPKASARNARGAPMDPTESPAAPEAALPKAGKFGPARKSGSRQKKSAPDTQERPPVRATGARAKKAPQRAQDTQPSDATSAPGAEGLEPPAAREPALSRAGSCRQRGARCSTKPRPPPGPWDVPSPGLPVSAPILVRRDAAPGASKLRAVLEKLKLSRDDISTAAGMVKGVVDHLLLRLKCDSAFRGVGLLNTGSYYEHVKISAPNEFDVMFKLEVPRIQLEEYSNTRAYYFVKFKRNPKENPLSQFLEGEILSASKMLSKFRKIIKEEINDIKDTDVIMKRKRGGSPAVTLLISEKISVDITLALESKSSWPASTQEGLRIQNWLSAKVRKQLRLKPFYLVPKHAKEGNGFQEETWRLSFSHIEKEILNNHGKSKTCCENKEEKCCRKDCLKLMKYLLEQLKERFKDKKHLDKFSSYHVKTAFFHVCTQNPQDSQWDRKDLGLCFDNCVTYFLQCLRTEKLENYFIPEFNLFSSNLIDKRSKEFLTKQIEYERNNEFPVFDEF
mcGAS inh: mouse cGAS inhibition by luminescence; Q8C6L5; hit rate 0.15% among 160,000; recombinant cGAS, Kinase-Glo ATP depletion luminescence; AID 1259399; inhibition, % at 12.5 µM;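 note: 0% = negative control wells and 100% = reference inhibitor with no enzyme activity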
* hit, by the source's call; / = not tested or not shown; & = joins results of further samples. Cut-off read from the data, not from the text of the source, unless noted: active = inhibition above about 40%; inactive = the rest.

SMILES	NPYLR7 ag	hcGAS lum	mcGAS inh
O=C(NCc1cc(-c2ccccc2F)on1)C1CC1	1	-14	-8
COC(=O)c1ccc(CN(C)C(=O)c2ccc3c(c2)CCCN3S(C)(=O)=O)cc1	1	-12	-7
Cc1cc(C)c(NC(=O)c2nnn(Cc3nc(-c4ccccc4)oc3C)c2C)c(C)c1	2	-5	-9
CNc1cc(N2C[C@@H](CN3CCCCCC3)[C@@H](CO)C2)nc(N)n1	/	5	-1
O=C(C[N+]12CN3CN(CN(C3)C1)C2)c1ccc(Cl)cc1	-4	-7	/
CCN1CCN(C(=O)c2ccc(CSc3nnc(-c4ccncc4)n3CC)cc2)CC1	7	4	-5
COCc1c(Br)c(C)nc(OCC(=O)N/N=C\c2cccc(OC)c2)c1C#N	-9	-1	-5
Cc1ccc(C(=O)N2CCC(n3c(Cc4ccccc4)nc4ccccc43)CC2)s1	2	-7	-9
Cc1cccc(-c2cccc(NC(=O)C3CCCN(C(=O)c4cc(C)nc(C)n4)C3)c2)c1 (stereo not given)	8	-6	-11
Cc1cc(=O)n2nc(Oc3cccc(C(N)=O)c3)sc2n1	-3	2	/
CCc1ccc2nc(C)cc(C(=O)NCc3cccnc3-n3ccnc3)c2c1	8	-2	-13
FC(F)(F)c1cccc(C2CN(Cc3ccon3)CCO2)c1 (stereo not given)	3	-15	/
COc1cccc(C(CN2CCN(C(=O)c3ccccc3OC)CC2)OCc2cccc(Cl)c2)c1 (stereo not given)	-1	-5	-6
CSCCC(C(=O)O)n1c(O)c(C2=c3cc(Br)ccc3=NC2=O)sc1=S (stereo not given)	-3	-3	-7
CN(C)CC(C)(C)CNC(=S)NCc1ccc2c(c1)OCO2	3	4	-5
COc1ccc(C(=O)Nc2c(-c3cc(F)ccc3F)nc3cc(C)ccn23)cc1	-6	-7	-8
O=c1c(Cl)c(Cl)cnn1CN1CCCC1c1nc2ccccc2s1 (stereo not given)	-6	-3	/
O=C(/C=C/c1ccccc1)N1CC[C@@H](c2ccc3c(c2)OCO3)[C@H](O)C1	4	-6	/
COc1ccc2c(C)c(CCC(=O)NC(C)C(C)C)c(=O)oc2c1 (stereo not given)	3	-6	/
COc1ccc(CN2CCCn3cccc3C2c2ccc(F)c(F)c2)cc1 (stereo not given)	10	-2	-4
CC(Oc1ccccc1)C(=O)Nn1cnc2c(cnn2C(C)(C)C)c1=O (stereo not given)	5	-9	/
O=C1NCCC1Oc1ccc(Br)cc1Br (stereo not given)	-25	3	/
CC(=O)c1ccc(S(=O)(=O)N2CCCC(C)C2)cc1 (stereo not given)	7	8	/
Cc1cnc2c(c1NCCCN(C)C)c(=O)n(C)c(=O)n2C	8	0	/
Cc1nn(C)c2sc(C(=O)N(C)CC(=O)Nc3ccccc3C(F)(F)F)cc12	3	-8	/
O=C(CN1C(=O)c2ccccc2S1(=O)=O)NCC1CCCCC1	1	1	-2
CCCCCCOc1ccccc1-c1nc2ccccc2c(=O)n1Cc1ccc2c(c1)OCO2	6	0	-4
N#CC1=C2SCN(Cc3ccco3)CN2C(=O)CC1c1cccs1 (stereo not given)	5	4	8
CCn1c(N2CCN(Cc3ccc(F)cc3)CC2)nc2c1c(=O)[nH]c(=O)n2C	0	-9	/
Cc1ccccc1C(=O)NC1CCc2[nH]c3c(C)cccc3c2C1 (stereo not given)	11	2	3
CCC(C)Oc1ccccc1/C=C/C(=O)NCCCc1ncn[nH]1 (stereo not given)	5	-9	/
CCC(C(=O)N1CCOc2c(O)cc(-c3cccnc3)cc2C1)n1cccc1 (stereo not given)	-6	-10	/
CCOC(=O)c1sc(N)c(C(=O)OCC)c1CSc1nncs1	0	-7	/
O=C(Cn1cncn1)NCc1ccc(C(F)(F)F)cc1	1	-4	-1
COCCn1c(C)cc(O)c(C(=O)Nc2cccc(Cl)c2)c1=O	1	-2	-8
Cc1ccc(NC(=O)N(Cc2ccc(OS(=O)(=O)c3ccc(F)cc3)cc2)C(C)C)cc1C	10	-4	-5
O=C(O)Cc1ccc([N+](=O)[O-])cc1Sc1ccc(Cl)cc1	-3	-4	/
Cc1cccc(CC(=O)NCC(c2cccn2C)N2CCc3ccccc3C2)c1 (stereo not given)	10	-4	-5
CCn1c(CN2CC(C)CC(C)C2)nc2c1c(=O)n(C)c(=O)n2C (stereo not given)	-9	0	/
c1nc(N2CCCC2)c2c3c(sc2n1)CCCC3	7	7	/

Only hcGAS lum, for 2 of the compounds above:
SMILES,hcGAS lum
COc1ccc2c(C)c(CCC(=O)NC(C)C(C)C)c(=O)oc2c1 (stereo not given),-6
COc1ccc(CN2CCCn3cccc3C2c2ccc(F)c(F)c2)cc1 (stereo not given),-2

3 entries already listed, arranged by heavy-atom count, largest number first.
SMILES	NPYLR7 ag	hcGAS lum	mcGAS inh
Cc1cccc(CC(=O)NCC(c2cccn2C)N2CCc3ccccc3C2)c1 (stereo not given)	10	-4	-5
CCC(C)Oc1ccccc1/C=C/C(=O)NCCCc1ncn[nH]1 (stereo not given)	5	-9	/
O=C(CN1C(=O)c2ccccc2S1(=O)=O)NCC1CCCCC1	1	1	-2

Continued.
SMILES	NPYLR7 ag	hcGAS lum	mcGAS inh
CCCCCc1nnc(NC(=O)Cc2ccccc2)s1	-3	-10	-5
CCCOC(=O)C(C(=O)OCCC)C(N)=NCc1ccccc1	-18	1	/
CCOC(=O)CCc1c(C)nc2ncnn2c1N1CCN(C(=O)c2ccccc2OC(C)=O)CC1	26	-2	-7
CCc1c(C)nn(-c2ccc(C(=O)NCc3ccc4c(c3)OCO4)cc2)c1C	-5	-3	-6
O=C(O)[C@H]1/C(=C/CO)O[C@@H]2CC(=O)N21	-2	1&-2	-3
Cc1ccccc1NC(=O)CNC(=O)[C@@H]1C[C@@H](NC(=O)c2cccs2)CN1	1	-1	-2
COCC(=O)N(Cc1cccc(C(F)(F)F)c1)CC1CC(c2ccccc2)=NO1 (stereo not given)	-11	2	0
Ic1cccc(-c2nnc(-c3ccccc3)o2)c1	-8	-6	/
COCCCn1c(C)cn2c3c(=O)n(Cc4ccc(Cl)cc4)c(=O)n(C)c3nc12	12	-9	/
CC(C)NC(=O)C1(C)CCCN1C/C=C/c1ccccc1 (stereo not given)	4	-13	/
Cc1ccc(C(=O)C(C)OC(=O)c2sc3nc4n(c(=O)c3c2C)CCC4)cc1C (stereo not given)	4	-8	/
Cc1c(Cl)c(CN2CCCC(O)C2)nc2ccccc12 (stereo not given)	7	1	-2
CCN(CC)C(=O)Oc1ccc2c(ccn2Cc2ccccc2Cl)c1NC(=O)c1cc(OC)c(OC)c(OC)c1	0	-11	-9
C(=C\c1nc2ccccc2s1)/c1ccc(N2CCOCC2)cc1	-2	-5	/
CN(C)c1nc(N)nc(Cn2nnn(-c3ccccc3)c2=O)n1	12	-8	-8
Cc1nc2ccccc2c(C)c1CC(=O)NCCCn1ccnc1	4	-10	/
CCOc1ccccc1N1CCN(C2CC(=O)N(c3ccccc3)C2=O)CC1 (stereo not given)	1	-3	-8
O=C(O)c1ccc2c(=O)n3c(nc2c1)/C(=C\c1cccnc1)CC3	4	-13	-9
O=C(CCCn1ccnc1)N1CCC(c2ccc(O)cc2)CC1	8	-6	/
CCOC(=O)C(C#N)=Cc1ccco1	6	-12	/

Compound profiles, as listed above:
Results for Cc1ccc(NC(=O)N(Cc2ccc(OS(=O)(=O)c3ccc(F)cc3)cc2)C(C)C)cc1C → NPYLR7 ag: 10; hcGAS lum: -4; mcGAS inh: -5
Results for Cc1ccccc1NC(=O)CNC(=O)[C@@H]1C[C@@H](NC(=O)c2cccs2)CN1 → NPYLR7 ag: 1; hcGAS lum: -1; mcGAS inh: -2

Other compounds
SMILES	NPYLR7 ag	hcGAS lum	mcGAS inh
CCOc1cnn(-c2cccc(Cl)c2)c(=O)c1Nc1ccc(C(=O)NCc2ccco2)cc1	8	-3	-4
COc1ccc2[nH]c(CNC(C)Cn3cnc4ccccc4c3=O)cc2c1 (stereo not given)	-1	4	/
O=S(=O)(NCCCN1CCOCC1)c1cc(Cl)c(Cl)cc1Cl	6	-7	/
Cc1nc(C)c(Cc2ccccc2F)c(N2CCN(C(=O)NC(C)(C)C)CC2)n1	-2	0	0
Cc1nn(C2CCS(=O)(=O)C2)c2nc(-c3ccc(F)cc3)cc(C(=O)O)c12 (stereo not given)	0	0	/
COC(=O)Cn1c(C2CC(=O)N(c3ccccc3OC)C2)nc2ccccc21 (stereo not given)	3	-6	-3
COc1cccc(OCC(=O)N2CCC3(CCCN(C)C3=O)C2)c1 (stereo not given)	2	-7	/
O=C(CSc1cn(CC(=O)N2CCCCC2)c2ccccc12)NC1CCCCC1	-5	-6	-6
CCCc1ccc(C(O)c2ncc(-c3cccc(F)c3)[nH]2)cc1 (stereo not given)	-2	-13	/
CC1CCC(O)(Cn2cnc3c(nnn3-c3ccccc3)c2=O)CC1 (stereo not given)	-4	-7	/
CN1CCC(N2CCCC(NC(=O)c3cnn(-c4ccccc4)c3)C2)CC1 (stereo not given)	10	-3	/
N#Cc1cccc(S(=O)(=O)Nc2ccc(I)cc2)c1	-1	-7	-7
C(=C\c1ccccc1)/CSc1nnc2n1CCN2c1ccccc1	2	1	0
CN1CCCC[C@]2(C[C@H](CO)[C@H](c3ccco3)N2C(=O)CC(C)(C)C)C1=O	6	-2	-5
COc1ccc(CCN2C(=O)CC(NCc3ccc4c(c3)OCO4)C2=O)cc1OC (stereo not given)	2	-2	-4
CCc1nnc(CNc2cc(Cl)ccc2F)n1C	0	-6	/
CCC(=O)Nc1ccc(N(C)C)c(CN(CC2CC2)C(=O)COC)c1	26	-4	-5
C=CCOc1ccc(/C=C2\SC(=Nc3ccccc3)NC2=O)cc1OC	-8	-5	-5
CN=c1scc(-c2cccc(Br)c2)n1N=Cc1ccccc1I	5	-6	-4
CC(=O)Nc1cc(C(=O)Nc2n[nH]c(C)n2)cc(C(F)(F)F)c1	11	-12	/
CCOC(=O)c1cnc(-c2ccc(C(F)(F)F)cc2)nc1NCCC1CCCN1C (stereo not given)	24	-6	-4
O=C(NCCc1nnc2ccc(SCC(=O)N3CCOCC3)nn12)c1ccccc1	3	-5	-8
Cc1cc(=O)[nH]c(NN=C2CC(=[N+]3CCOCC3)CC(C)(C)C2)n1	2	-5	/
O=C1CC(COCc2ccccc2)c2cnn(Cc3cccc(F)c3)c2N1 (stereo not given)	3	4	/
CCCCOc1ccc(C(=O)Oc2coc(CSc3nc(C)cs3)cc2=O)cc1	-11	-6	0
CO[C@H]1CN(C(=O)c2ccc(Cl)cc2Cl)[C@@H]2CC[C@@H](OC)C1C2	29	-3	-8
N#CC(=Cc1cc2ccccc2o1)S(=O)(=O)c1ccc(Br)cc1	7	-11	/
Cc1nc(CN2CCN(S(=O)(=O)c3ccc(Cl)c(Cl)c3)CC2)cs1	17	-6	-7
CN(CC1COc2ccccc2O1)C(=O)NCCc1ccsc1 (stereo not given)	-3	-20	-6
CCOC(=O)C1CCN(C(c2cccc(F)c2)c2c(O)cc(C)n(CCOC)c2=O)CC1 (stereo not given)	11	-9	/
O=C(c1ccc(Cl)c(Cl)c1)N1CCSC1c1ccccc1OCc1ccccc1 (stereo not given)	19	-1	-3
COC(=O)c1ccc(NN=Nc2ccccc2C#N)cc1	-19	-4	/
CC(C)NC(=O)CN1CCN(C(=O)c2ccc(Oc3ccc(F)cc3)cc2)CC1	1	-10	-14
CC1(C)OC(=O)CC1C(=O)N1CCC2(CC1)Nc1ccccc1S(=O)(=O)N2 (stereo not given)	0	-1	/
COc1ccc(CCNC(=O)CSc2ncnc3sc4c(c23)CCC(C)C4)cc1 (stereo not given)	-3	-6	-7
Cc1nn(CC(=O)Nc2c(Cl)cncc2Cl)c(C)c1Cl	-2	-4	/
Cc1cccc(Cc2ccc3ncc(-c4ccc(C(N)=O)cc4)n3n2)c1	2	-2	-7
Cc1cnn(Cc2ccc(Cl)cc2)c1NC(=O)c1cc(-c2cnn(C)c2C)on1	-5	-6	-13
CCc1ncc(C(=O)N(Cc2ccsc2)C2CCCC2)cn1	3	-5	-16
COc1ccc(S(=O)(=O)Oc2ccccc2CN(C(=O)Nc2ccccc2OC)C2CC2)cc1	2	-5	-9

Single entries from the results shown.
Cc1nn(CC(=O)Nc2c(Cl)cncc2Cl)c(C)c1Cl in hcGAS lum → -4
COc1ccc(S(=O)(=O)Oc2ccccc2CN(C(=O)Nc2ccccc2OC)C2CC2)cc1 in NPYLR7 ag → 2
O=C(NCCc1nnc2ccc(SCC(=O)N3CCOCC3)nn12)c1ccccc1 in mcGAS inh → -8

Continuation:
SMILES	NPYLR7 ag	hcGAS lum	mcGAS inh
COc1ccc(C(=O)N2CCN(C(=O)c3cn(C)cc4c(=O)n(-c5ccccc5)nc3-4)CC2)cc1	0	-8	-8
COc1ccccc1C(=O)N(CC(=O)Nc1cc(-c2ccccc2)nn1-c1ccc(C)cc1)C(C)C	9	-6	-3
CC1CCN(C(c2ccc(F)cc2)C2Sc3nc(-c4ccco4)nn3C2=O)CC1 (stereo not given)	5	0	2
COC(=O)c1ccccc1NCc1cc(=O)oc2cc(C)c(O)cc12	4	1	-1
Cc1ccc(-c2nc(C)c(C(=O)NC3CCN(C)CC3)s2)o1	11	-14	-8
CCN(CC)C(=O)CSc1nc2c(-c3ccccc3)c[nH]c2c(=O)n1C1CC1	1	-4	-8
CCn1c(C)cc(C)c(C(=O)N2CCCC3(CC2)CNC(=O)O3)c1=O (stereo not given)	3	-1	-1
O=C(Nc1cc(OCC(F)(F)C(F)F)cc(Oc2ccccc2)c1)c1nn2cccnc2c1Cl	5	-9	/
COCCCNc1nc2c(c(=O)[nH]c(=O)n2C)n1Cc1ccccc1Cl	-1	-3	-5
CCSc1nnc(NC(=O)CSc2nnc(NC(=O)c3cccc(C(F)(F)F)c3)s2)s1	-7	-2	/
Cc1cc(C(=O)Nc2ccc3nc(N4CCN(C)CC4)sc3c2)no1	0	-7	/
COc1ccccc1NC(=O)C1=C(C)Nc2nc(CCCO)nn2C1c1cccc(C)c1 (stereo not given)	3	-3	/
COC(=O)c1ccc(CSc2nnc(CCn3ccc(=O)[nH]c3=O)o2)cc1	-4	2	1
